SUMO1-SIM PPI: SUMO1-SIM interaction modulation | inhibition, % at 20 µM | P63165 | SUMO1 binding to a labelled peptide, TR-FRET, 1 h | hit rate 0.33% among 360,000 | AID 602429; in the data active = inhibition above about 37%
Target sequence (P63165 whole entry, looked up): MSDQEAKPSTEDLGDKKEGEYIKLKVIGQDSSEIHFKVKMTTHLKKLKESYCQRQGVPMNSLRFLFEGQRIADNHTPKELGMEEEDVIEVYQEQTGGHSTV
STEP inh: inhibitors of human striatal-enriched phosphatase STEP. recombinant STEP, OMFP fluorogenic substrate, fluorescence. inhibition, % at 20 µM. hit rate 0.25% among 360,000. AID 588621;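 active = inhibition at 20 µM, scaled per plate between control wells, above about 37%, limit read from the data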;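 also: 0% = DMSO with enzyme and substrate and 100% = substrate only without enzyme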
Target sequence (P54829 whole entry, looked up): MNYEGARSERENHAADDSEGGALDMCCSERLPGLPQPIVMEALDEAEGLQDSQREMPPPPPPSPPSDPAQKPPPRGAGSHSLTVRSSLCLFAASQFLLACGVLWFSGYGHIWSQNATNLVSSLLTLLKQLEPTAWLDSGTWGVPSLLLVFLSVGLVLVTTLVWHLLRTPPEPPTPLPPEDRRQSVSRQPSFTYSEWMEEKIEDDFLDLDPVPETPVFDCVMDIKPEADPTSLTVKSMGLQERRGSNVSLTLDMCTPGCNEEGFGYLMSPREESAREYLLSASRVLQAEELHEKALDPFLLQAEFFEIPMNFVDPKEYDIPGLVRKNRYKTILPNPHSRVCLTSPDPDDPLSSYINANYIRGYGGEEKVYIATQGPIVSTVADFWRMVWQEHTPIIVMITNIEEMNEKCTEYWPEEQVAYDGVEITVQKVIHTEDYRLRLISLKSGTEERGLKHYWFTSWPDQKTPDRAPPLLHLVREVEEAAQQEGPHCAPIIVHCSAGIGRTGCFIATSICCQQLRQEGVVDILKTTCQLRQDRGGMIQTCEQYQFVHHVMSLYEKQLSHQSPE
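material = STEP tyrosine phosphatase | reagent = fluorogenic phosphatase substrate OMFP at 25 µM final | doses = single compound dose of 20 µM, 1% DMSO final | schedule = 20 min reaction, room temperature, in the dark | measured by = fluorescence, 480/540 nm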
Tb MetRS inh: Trypanosoma brucei MetRS inhibition | hit rate 0.4% among 360,000 | purified T. brucei MetRS, ATP depletion, Kinase-Glo luminescence | inhibition, % at 11.9 µM;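 active = inhibition above a per-plate cutoff of the control wells' mean inhibition plus 3 SD, cut at about 5.5% in these data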;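 also: 0% = DMSO wells median and 100% = median of wells with control inhibitor compound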
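System: purified T. brucei MetRS enzyme / Detection: Kinase-Glo luciferase luminescence reporting remaining unconsumed ATP / Medium: HEPES buffer with MgCl2, KCl, DTT, spermine, BSA, pyrophosphatase / Replication: singlicate, one well per compound / Evaluation: percent inhibition relative to median high and low control wells / Schedule: 2 h aminoacylation at 25 °C after 15 min preincubation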
bovine MsrA act: activators of bovine methionine sulfoxide reductase A; AID 602163; hit rate 0.3% among 360,000; activation, % at 10.6 µM; purified bovine MsrA, absorbance read-out; in the data active = activation above about 7.5%;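 also: 0% = vehicle and 100% = reference activator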
DNMT1 block: blocks human DNA methyltransferase DNMT1; DNMT1 molecular beacon, Hinp1I cleavage, fluorescence; AID 588458; hit rate 0.83% among 360,000; inhibition (reported as % activation of signal), % at 10 µM; in the data active = inhibition above about 50%
Scp-1 inhibitor: Scp-1 (human) phosphatase inhibition | inhibition, % at 20 µM | AID 493091 | hit rate 0.88% among 340,000 | Q9GZU7 | Recombinant Scp1, phosphopeptide, malachite green phosphate absorbance;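 active = inhibition above about 50% at 20 µM, limit read from the data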;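 also: plate controls were DMSO wells with enzyme for no effect and wells lacking enzyme for full effect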
Target sequence (Q9GZU7 76-261 limits assumed): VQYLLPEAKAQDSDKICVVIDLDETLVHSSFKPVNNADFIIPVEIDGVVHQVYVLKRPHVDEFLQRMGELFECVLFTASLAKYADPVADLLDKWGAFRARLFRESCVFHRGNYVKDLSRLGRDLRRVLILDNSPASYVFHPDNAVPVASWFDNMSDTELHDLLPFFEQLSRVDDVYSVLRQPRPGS
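Material: truncated SCP-1 phosphatase (76-261aa) / Buffer or medium: 50 mM Tris acetate pH 5.5, 0.005% Tween-20, 10 mM MgCl2 / Compound dosing: one concentration, 20 µM, with 1.0% DMSO / Incubation: 45 min room-temperature reaction, 5 min colour, 30 min stabiliser / Detection: colorimetric free-phosphate detection, absorbance 630 nm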
LMPTP block: blocks human LMPTP phosphatase; P24666; hit rate 0.22% among 360,000; inhibition, % at 20 µM; recombinant LMPTP-A, OMFP fluorogenic substrate, fluorescence intensity; AID 651560;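 active = compounds that cut the enzyme signal by at least half of the control window in the single-dose screen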;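 also: plate controls were DMSO wells with enzyme plus substrate for no effect and substrate without enzyme for full effect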
Target sequence (P24666 whole entry, looked up): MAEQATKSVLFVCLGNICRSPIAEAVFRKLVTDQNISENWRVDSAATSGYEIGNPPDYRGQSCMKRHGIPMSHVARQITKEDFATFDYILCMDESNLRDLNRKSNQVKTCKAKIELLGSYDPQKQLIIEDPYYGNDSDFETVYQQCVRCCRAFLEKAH
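Assay system: LMPTP-A enzyme. Input: 0.625 nM LMPTP-A final. Probe or stimulus: 400 µM OMFP. Compound dosing: single 20 µM dose. Schedule: 50 min dark incubation at room temperature. Detection: fluorescence intensity of OMFP turnover product. Read-out: percent inhibition versus substrate-only and uninhibited controls. Benchmarks: no-enzyme low control, uninhibited high control.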
CendR NRP1 mod: alters CendR peptide binding to human NRP-1; AID 602438; inhibition, % at 25 µM; hit rate 0.85% among 360,000; FAM-RPARPAR peptide binding to NRP-1, fluorescence polarization;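 active = inhibition or corrected inhibition above about 18%, plus a signal ratio from 0.5 to 1.5, limit read from the data, passing the limit was not always enough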; also: strong numbers were not always called active
MsrA inhibitor: inhibits bovine methionine sulfoxide reductase A; purified bovine MsrA, absorbance read-out; inhibition, % at 15.5 µM; hit rate 0.75% among 360,000; AID 651718; in the data active = inhibition above about 4.5%;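 also: 0% = vehicle wells with enzyme and 100% = reference inhibitor wells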
eLon inh: inhibitors of E. coli Lon protease; inhibition, % at 7.94 µM; purified E. coli Lon protease, fluorescence polarization; hit rate 0.42% among 360,000; in the data active = inhibition above about 13%, passing the limit was not always enough;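 also: 0% = enzyme with probe and DMSO and 100% = no enzyme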
Numbers without * were called inactive; . = not tested or not shown.

SMILES	SUMO1-SIM PPI	STEP inh	Tb MetRS inh	bovine MsrA act	DNMT1 block	Scp-1 inhibitor	LMPTP block	CendR NRP1 mod	MsrA inhibitor	eLon inh
CCN(CC)c1ccc(C2Nc3cccc4cccc(c34)N2)c(O)c1	0	-2	-1.4	-7	-22	2	2.6	-6	3.6	-10
COCCn1c(=NC(=O)c2ccc(S(=O)(=O)N3CCc4ccccc4C3)cc2)sc2cc(S(N)(=O)=O)ccc21	11	2	-0.4	-9	-10	-11	0.7	2	5.9*	-10
C[C@H](NC(=O)c1nc[nH]c1C(=O)NCC(=O)OC(C)(C)C)C(=O)OC(C)(C)C	8	-1	-0.5	-3	5	4	-0.4	5	-0.1	-4
COC(=O)c1cccc(NC(=O)c2ccc[n+]([O-])c2)c1	2	0	0.2	-5	4	-5	-0.6	4	1.6	2
Cc1csc(=O)n1CC(=O)OC(C)C(=O)Nc1cccc(Cl)c1 (stereo not drawn)	1	-2	0.0	-2	1	-7	-1.0	-9	-0.9	-4
CSCC[C@H](NC(=O)OC(C)(C)C)c1nnc(SCC(N)=O)o1	-3	2	-0.5	-2	3	-18	0.5	7	0.0	-13
O=C(CSc1nnnn1C1CCCC1)N1CCCc2ccccc21	3	-1	-0.9	-7	0	1	-1.5	8	0.1	-5
CCCCOc1ccc(-c2nnn(CC(=O)NCc3ccco3)n2)cc1	3	-1	-0.7	1	4	0	0.3	-12	-0.7	9
CCS(=O)(=O)NC(=O)C1(C)CCN1C(=O)C1(c2ccc(Cl)cc2)CC1 (stereo not drawn)	5	-1	0.1	-9	4	.	0.3	1	-0.3	-12
C=CCn1c(=N)c(C(=O)NCCCOC)cc2c(=O)n3ccccc3nc21	-21	2	-0.4	-2	1	0	3.3	-4	0.8	0
Brc1cccc(OCCN2CCCCC2)c1	-1	-1	-0.3	-6	2	-9	-0.5	-10	0.6	-5
CCC(=O)NNC(=O)CCC(=O)Nc1cccc(Cl)c1C	-1	0	-0.7	-4	-1	-3	-0.6	0	0.5	-8

Part of the list above, set out differently.
| canonical_smiles | SUMO1-SIM PPI | STEP inh | Tb MetRS inh | bovine MsrA act | DNMT1 block | Scp-1 inhibitor | LMPTP block | CendR NRP1 mod | MsrA inhibitor | eLon inh |
| --- | --- | --- | --- | --- | --- | --- | --- | --- | --- | --- |
| COC(=O)c1cccc(NC(=O)c2ccc[n+]([O-])c2)c1 | 2 | 0 | 0.2 | -5 | 4 | -5 | -0.6 | 4 | 1.6 | 2 |
| Cc1csc(=O)n1CC(=O)OC(C)C(=O)Nc1cccc(Cl)c1 (stereo not drawn) | 1 | -2 | 0.0 | -2 | 1 | -7 | -1.0 | -9 | -0.9 | -4 |
| CSCC[C@H](NC(=O)OC(C)(C)C)c1nnc(SCC(N)=O)o1 | -3 | 2 | -0.5 | -2 | 3 | -18 | 0.5 | 7 | 0.0 | -13 |
| O=C(CSc1nnnn1C1CCCC1)N1CCCc2ccccc21 | 3 | -1 | -0.9 | -7 | 0 | 1 | -1.5 | 8 | 0.1 | -5 |
| CCCCOc1ccc(-c2nnn(CC(=O)NCc3ccco3)n2)cc1 | 3 | -1 | -0.7 | 1 | 4 | 0 | 0.3 | -12 | -0.7 | 9 |
| CCS(=O)(=O)NC(=O)C1(C)CCN1C(=O)C1(c2ccc(Cl)cc2)CC1 (stereo not drawn) | 5 | -1 | 0.1 | -9 | 4 | . | 0.3 | 1 | -0.3 | -12 |
| C=CCn1c(=N)c(C(=O)NCCCOC)cc2c(=O)n3ccccc3nc21 | -21 | 2 | -0.4 | -2 | 1 | 0 | 3.3 | -4 | 0.8 | 0 |
| Brc1cccc(OCCN2CCCCC2)c1 | -1 | -1 | -0.3 | -6 | 2 | -9 | -0.5 | -10 | 0.6 | -5 |
| CCC(=O)NNC(=O)CCC(=O)Nc1cccc(Cl)c1C | -1 | 0 | -0.7 | -4 | -1 | -3 | -0.6 | 0 | 0.5 | -8 |

(more compounds)
SMILES	SUMO1-SIM PPI	STEP inh	Tb MetRS inh	bovine MsrA act	DNMT1 block	Scp-1 inhibitor	LMPTP block	CendR NRP1 mod	MsrA inhibitor	eLon inh
CCOc1cc(/C=N\NC(=O)c2ccc(C)nc2)ccc1OC(=O)c1ccc(F)cc1	1	3	-0.7	0	0	-3	1.5	-1	0.6	-3
COc1ccc(NC(=O)CN(C)C(=O)c2sc3cc(Cl)ccc3c2Cl)cc1	-6	0	0.0	-2	-1	-12	1.5	-4	-1.9	0
CCc1ccccc1N1C(=O)CC(Sc2nccc(C)n2)C1=O (stereo not drawn)	1	-2	-0.5	0	2	-6	-0.9	1	1.1	-7
CCOC(=O)/C=C1\SCC(=O)N1CCOc1cccc(Br)c1	-1	-1	0.1	-3	-5	-9	1.2	-9	-2.3	-8
CCOC(=O)c1ccc(N=Nc2c(C)[nH]n(-c3ccccc3)c2=O)cc1	-5	5	-0.7	-7	11	-10	2.3	12	-1.8	9
CCCCOC(=O)Nc1ccc(N(C)C)cc1	-10	-3	-0.3	-2	-11	-2	-1.9	-11	-0.1	-12
COc1ccc(N2C(=O)C(Cl)=C(N3CCN(Cc4ccccc4)CC3)C2=O)cc1	-19	9	-0.4	-4	1	-3	0.8	-1	.	-4
O=C(Nc1cccc(C(=O)N2CCOCC2)c1)c1ccccc1Br	-2	-4	0.1	-2	1	2	-0.7	6	-1.2	-8
O=C(C[C@@H]1CC[C@@H](NC(=O)Nc2cccc(F)c2)[C@@H](CO)O1)NCC1CCCCC1	5	.	0.3	.	.	.	-0.8	8	-0.1	.
CCCNC(=O)c1ccc(-c2nn(C)c(=O)c3ccccc23)cc1	-5	-1	-0.5	-4	0	-2	-2.2	-2	-0.6	5
Cn1cc(C(=O)NC2CCCCCCC2)c(=O)c2cc(S(=O)(=O)N3CCCC3)ccc21	-1	0	-0.6	2	-1	-8	1.1	-7	0.6	1
CC[C@]1(C(=O)OC)[C@H]2C(=O)N(Cc3ccccc3)C(=O)[C@H]2[C@H]2CN=C(SCc3ccc(C(=O)OC)cc3)N21	4	0	0.1	-1	1	7	0.8	-4	0.9	-5
COc1ccc(C(=O)Cn2ccsc2=NC(C)=O)cc1	-4	1	-0.7	-5	3	-1	-1.8	8	-1.1	-14
O=C(NCc1ccccc1Cl)c1ccc2nc([C@@H]3O[C@H](CO)[C@H](O)[C@H](O)[C@H]3O)[nH]c2c1	4	1	0.0	0	1	.	-1.0	-12	.	-10
CC1(C(=O)Nc2nccs2)Cc2ccccc2C(=O)O1 (stereo not drawn)	1	0	0.3	0	1	-4	1.2	-8	0.5	-3
CCOc1ccc(/C=C2\CCC(C3CCCC3)C2=O)cc1 (stereo not drawn)	-1	1	1.6	-1	0	-13	-0.7	5	0.3	0
CCOC(=O)N1CCN(c2nc(-c3cccs3)cc(C(F)(F)F)n2)CC1	7	2	-0.5	-3	-5	-2	3.2	8	0.7	-2
Cc1ccc(NS(=O)(=O)c2cccc(C(=O)NNC(=O)NC3CCCCC3)c2)c(C)c1	1	-2	0.0	-1	-1	-8	-0.2	-4	-1.5	1
CCOC(=O)CC1(CCc2ccccc2)Oc2ccccc2N1S(=O)(=O)c1ccc(C)cc1 (stereo not drawn)	-6	.	-0.9	.	.	.	1.4	-3	2.0	.
CCO[C@@H]1OC(C(=O)N2CCN(Cc3ccc4c(c3)OCO4)CC2)=C[C@H](c2csc3ccccc23)[C@H]1CCCO	5	4	-0.1	-1	1	2	2.0	0	.	-7
O=C(CSc1n[nH]c(-c2ccccc2Cl)n1)NCc1cccc(C(=O)O)c1	3	-2	-0.7	-2	-2	-6	3.1	-3	1.8	4
Cc1cccc(-c2cc(C(=O)Nc3c(C)n(C)n(-c4ccccc4)c3=O)c3ccccc3n2)c1	-8	2	0.0	-1	-2	-5	0.2	33*	1.4	3
CN(C)c1ccc(NC(=O)COC(=O)Cn2nnc3ccccc32)cc1	0	-3	-1.2	-7	-11	-5	0.1	8	-0.1	15
CCc1ccc(OCC(=O)OCC(=O)c2c(N)n(C)c(=O)n(C)c2=O)cc1	4	7	0.3	3	6	-7	0.2	6	1.3	-11
COc1cccc(C(O)c2cnc(C(C)C)n2C)c1 (stereo not drawn)	1	0	0.1	-2	1	-11	-0.3	3	1.1	-4
O=[N+]([O-])c1cccc2c3c([nH]c12)CCCC3	-19	3	-0.3	-3	0	-13	1.1	8	-0.7	3
C=CCn1c(SCC(=O)Nc2ccc3c(c2)CCC3)nc2ccccc2c1=O	2	4	-1.0	-7	-3	-1	-0.2	6	2.3	4
O=C(c1ccc(Cn2c(=O)[nH]c3ccsc3c2=O)cc1)N1CCN(c2ccccc2)CC1	9	0	-0.9	-4	-1	1	4.3	-13	2.8	-7
C=CCN(C(=O)CNC(=O)c1ccco1)C(C(=O)NC1CCCCC1)c1ccc(OC)cc1OC (stereo not drawn)	-2	0	0.0	-3	0	-3	1.6	-14	-0.3	-2
COC(=O)CSc1nc2ccccc2n1CC(=O)N(C(C)C)C(C)C	-4	2	-0.5	-3	0	-1	-1.1	5	1.3	-1
CCOC(CCNC(=O)c1cn(CC(C)C)c(=O)c2c1c1ccccc1n2C)OCC	-5	-1	0.4	0	-1	-12	-0.3	-10	-0.1	4
CCNC(=O)CC1C(=O)N(c2ccc(C)cc2)C(=O)N1CCc1sccc1C (stereo not drawn)	0	-1	-0.2	-1	-2	-1	-0.9	9	1.6	-8
CCCCNC(=O)C1(C)CCCCN1C(=O)c1ccc2c(c1)C(C)(C)CCC2(C)C (stereo not drawn)	6	0	-0.3	-6	-1	.	0.5	-6	-0.7	-9
COc1ccc(-c2ccccc2)cc1NC(=O)c1cccs1	-3	-2	-0.6	-2	-6	-16	2.7	-10	-0.4	2
CSCCC(c1nc2ccccc2[nH]1)n1c(=O)c(-c2cccnc2)nc2ccccc21 (stereo not drawn)	-13	.	-1.2	.	.	.	-2.1	-11	1.7	.
N#CC(C(=O)Nc1ccccc1)=C1Nc2ccccc2N1	10	-1	0.0	-2	-1	-6	1.1	5	0.0	1
COc1cc(/C=C2\SC(=S)N(CCC(=O)N3CCN(C)CC3)C2=O)cc(OC)c1OC	-29	0	-0.1	-1	0	-5	-2.3	-4	2.1	-5
CCCCn1c(N)c(N(CC(C)C)C(=O)c2cnc(C)cn2)c(=O)[nH]c1=O	-1	-1	-0.3	-2	1	-4	-0.8	9	-0.5	7
O=S(=O)(CC(CN1CCCC1)N1CCCC1)c1ccc2ccccc2c1 (stereo not drawn)	-2	0	0.6	1	0	-11	0.2	-25	-1.1	-5
CC(C)Oc1cccc(C(=O)N/N=C/c2ccoc2)c1	0	0	0.0	-3	4	9	1.2	-19	0.2	-12
